# Compound activity as filed in PubChem.
# DRD3 antagonist: qHTS of D3 Dopamine Receptor Antagonist: qHTS | D3R cells, DiscoveRx beta-arrestin luminescence, antagonist mode; active compounds read low | max response, negative = inhibition, % | 360,000 tested, 2.5% active | AID 652054, 2013; in the data active = max response below about -50%; inconclusive = no clear call, values can overlap the other calls; also: % is scaled to controls: 0 for no effect and ±100 for the full control effect; mostly tested at two doses, the higher about 12 µM
#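 Cells expressing the human receptor were seeded at 1500 cells/well, incubated overnight at 37 degrees C in 5% CO2, then exposed to library compounds with dopamine controls for 90 minutes at 37 degrees C before luminescent detection.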
# WRN inhibitor: qHTS for Inhibitors of WRN Helicase; Bifunctional 3'-5' exonuclease/ATP-dependent helicase WRN (Homo sapiens), Q14191; WRN helicase unwinding, fluorescent forked duplex, kinetic; Potency, µM (highest dose often 114 µM), inactives show top-dose activity change, negative = inhibition, hits mostly inhibitors; 360,000 tested, 0.46% active; AID 651768, 2012; also: potency is read from the fitted curve at half-maximal effect; % is scaled to controls: 0 for no effect and ±100 for the full control effect; nearly all actives have a fitted effect of over 55% in size
#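 WRN at 20 nM final was preincubated with compound for 15 min at room temperature; reaction started with 100 nM forked duplex oligonucleotide carrying fluorophore and quencher plus 2 mM ATP (final). Unwinding followed kinetically by red fluorescence (ex 525/em 598 nm).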
# GLP1R inv ag: qHTS of GLP-1 Receptor Inverse Agonists (Inhibition Mode); Glucagon-like peptide 1 receptor (Homo sapiens), P43220; HEK293 GLP-1R CRE-luciferase, luminescence, 24 h; GLP-1R form is constitutively active; Potency, µM (top dose mostly 38.3 µM), for the others: at the highest dose activity change, negative = inhibition, most hits filed as inhibitors; 410,000 tested, 1.6% active; also: potency is read from the fitted curve at half-maximal effect; % is scaled to controls: 0 for no effect and ±100 for the full control effect; nearly all actives have a fitted effect of over 55% in size
# Target sequence (P43220 whole entry, looked up): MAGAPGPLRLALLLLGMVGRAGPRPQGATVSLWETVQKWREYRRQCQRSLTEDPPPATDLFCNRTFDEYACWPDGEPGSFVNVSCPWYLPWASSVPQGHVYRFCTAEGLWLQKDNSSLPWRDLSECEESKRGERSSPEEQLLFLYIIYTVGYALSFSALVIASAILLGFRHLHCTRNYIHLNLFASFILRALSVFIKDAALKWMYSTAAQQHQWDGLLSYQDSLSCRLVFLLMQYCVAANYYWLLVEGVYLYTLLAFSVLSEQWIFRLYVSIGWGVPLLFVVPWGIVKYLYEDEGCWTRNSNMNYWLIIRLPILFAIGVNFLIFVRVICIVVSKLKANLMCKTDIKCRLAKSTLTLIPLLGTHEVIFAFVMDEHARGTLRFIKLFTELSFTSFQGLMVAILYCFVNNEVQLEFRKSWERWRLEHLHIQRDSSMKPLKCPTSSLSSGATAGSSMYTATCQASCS
#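 Cells are plated, allowed 12 hours at 37 deg C, then treated with compounds for 24 hr before luciferase detection reagent is added and luminescence is read after 12 min at room temperature. The HEK293 line carries constitutively active GLP-1R with a cAMP-responsive reporter.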
# HEK293 tox: qHTS of GLP-1 Receptor Inverse Agonists: Cytotox Screen | HEK293 cAMP-luciferase reporter cells, luminescence, 24 h | Potency, µM (top dose mostly 38.3 µM), without a hit: at the highest dose activity change, negative = inhibition, actives largely listed as inhibitors | 410,000 tested, 0.13% active;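 also: loss of luciferase light is scored as toxicity; potency is read from the fitted curve at half-maximal effect; % is scaled to controls: 0 for no effect and ±100 for the full control effect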
#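 To flag toxic compounds, the library was rerun on cells for 24 hr at 37 deg C and 5% CO2. Viability-linked luminescence was captured 12 min after adding luciferase detection reagent.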
# PI5P4K alpha inh: qHTS for Inhibitors of phosphatidylinositol 5-phosphate 4-kinase (PI5P4K). max response, %. Phosphatidylinositol 5-phosphate 4-kinase type-2 alpha (Homo sapiens), P48426. PI5P4Kalpha enzyme, ADP-Glo luminescence, 60 min; active compounds read low. 330,000 tested, 1.2% active; active = max response of -50% or lower; inconclusive = between -30% and -50%; inactive = -30% or higher; also: value at the top dose of about 77 µM; % is scaled to controls: 0 for no effect and ±100 for the full control effect
# Target sequence (P48426 whole entry, looked up): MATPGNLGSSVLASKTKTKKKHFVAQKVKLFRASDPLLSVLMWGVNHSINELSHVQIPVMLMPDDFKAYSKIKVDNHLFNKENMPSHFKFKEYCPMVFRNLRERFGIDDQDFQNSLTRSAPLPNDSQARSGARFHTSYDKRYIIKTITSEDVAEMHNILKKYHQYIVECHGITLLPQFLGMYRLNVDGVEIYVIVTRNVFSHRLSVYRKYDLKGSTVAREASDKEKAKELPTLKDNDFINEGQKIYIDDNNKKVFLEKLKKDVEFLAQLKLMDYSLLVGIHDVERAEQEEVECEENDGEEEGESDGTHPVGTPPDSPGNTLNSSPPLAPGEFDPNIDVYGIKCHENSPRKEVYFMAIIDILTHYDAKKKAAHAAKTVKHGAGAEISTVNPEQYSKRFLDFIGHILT
#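 PI5P4Kalpha ADP-Glo assay; 5 microM ATP final; 60 min RT reaction; HEPES pH 7.4/EGTA/CHAPS, 5% DMSO; controls lacking substrate or enzyme; luminescent end-point.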
# IL-2 act: qHTS of IL-2 Activators. activation, % (series mostly up to about 46 µM). IL-2 activation reporter assay, cell-based qHTS; stimulated with anti-CD3/CD4/CD28 beads; in transgenic mouse T cells. 360,000 tested, 0.065% active; in the data active = activation above about 50%; inconclusive = mostly about 30% to 49%; also: 0% is about no effect
#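 Unstimulated transgenic mouse T cells preincubated 60 min with compound, then stimulated with anti-CD3/anti-CD4-coated beads plus anti-CD28 for 18 h at 37 degrees C. IL-2 response read as EGFP and DsRed fluorescence by plate cytometry.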
# PLK1 PBD block: qHTS for Inhibitors of PLK1-PDB (polo-like kinase 1 - polo-box domain): Primary Screen; AID 720504, 2013; Serine/threonine-protein kinase PLK1 (Homo sapiens), P53350; Plk1 PBD binding of FITC phosphopeptide, fluorescence polarization; 360,000 tested, 2.8% active; Potency, µM, without a hit: max response, negative = inhibition, hits mostly inhibitors; also: potency is read from the fitted curve at half-maximal effect; series mostly up to about 57 µM; % is scaled to controls: 0 for no effect and ±100 for the full control effect; nearly all actives have a fitted effect of over 65% in size
# D3 ag: qHTS of D3 Dopamine Receptor Agonist: qHTS | D(3) dopamine receptor (Homo sapiens), P35462 | D3R DiscoveRx beta-arrestin cells, luminescence, 90 min | max activation, % | 410,000 tested, 0.58% active | AID 652048, 2013; in the data active = max activation above about 30%; also: 0% is about no effect; mostly tested at two doses, the higher about 12 µM
#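 Agonist mode: compounds and dopamine controls were applied to plated cells for 90 min at 37 degrees C after an overnight attachment at 1500 cells/well. Luminescent read-out followed 30 - 60 minutes at room temperature with DiscoveRx detection reagent.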
# GLP1R ag: qHTS of GLP-1 Receptor Agonists; 380,000 tested, 0.007% active; Glucagon-like peptide 1 receptor (Homo sapiens), P43220; HEK293 GLP-1R CRE-luciferase, luminescence, 4-6 h; cells express a hypersensitive GLP-1R form; AID 624172, 2012; Potency, µM (doses to about 45.6 µM), without a hit: at the highest dose activation, usual class: activators; also: potency is read from the fitted curve at half-maximal effect; % of control where 0% means no effect
# An asterisk follows results filed as active; ? = inconclusive; . = no result given; [ ] = another dose, or the depositor's remark. Unless noted, calls follow the shape of the dose curve; as a rule, active = well fitted curve in the direction sought with a large enough effect; inconclusive = small, poorly fitted or top-dose-only effect, or another doubt; inactive = no such curve, though single readings can be large; an effect the other way counts as inactive or inconclusive.
SMILES,DRD3 antagonist,WRN inhibitor,GLP1R inv ag,HEK293 tox,PI5P4K alpha inh,IL-2 act,PLK1 PBD block,D3 ag,GLP1R ag
CCc1nc2ccc(C(=O)NCCN3CCNC3=O)cn2c1N(C)CCC(C)C,?,-3%,19%,-1%,0,-0.1,-10%,1,-2%
COc1ccc(C(C)=O)cc1COc1ccc(Cl)c(C)c1,-20,-8%,?,14%,24,0.3,-19%,-5,?
CC1CC(C)CN(C(=S)Nc2ccc(OC(F)F)cc2)C1 (stereo unspecified),19,-5%,?,11%,9,-0.9,-6%,-4,-15%
Cc1ccc(CN2C(=O)C(C)Sc3ccc(C#N)cc32)cc1 (stereo unspecified),7,-5%,-1%,8%,6,0.8,-9%,-3,11%
C=CCn1c(C)cc(C(=O)CSc2nnc(Cc3ccccc3)o2)c1C,2,-7%,0%,1%,1,7.0,1%,-1,5%
O=C1CC(NNc2nc3ccccc3s2)C(=O)N1c1ccccc1 (stereo unspecified),9,-2%,4%,7%,.,-3.4,-7%,-15,-9%
O=S(=O)(NCc1cccnc1)c1ccc(Br)c2ccccc12,16,-7%,-25%,-7%,2,-3.8,-4%,5,16%
Cn1nc(C(F)(F)F)cc1C(=O)O,10,-24%,16%,3%,-3,-2.9,-14%,-1,2%
COc1ccc(CNC(=O)C2CCN(S(=O)(=O)c3cccc4nonc34)CC2)cc1,-1,6%,9%,-10%,0,1.1,-7%,0,10%
COC(=O)c1cccnc1SCc1ccccc1,-12,4%,0%,6%,.,-0.7,-11%,-7,13%
COc1ccc(-n2nc(C(=O)NCC(=O)NC(C)C)c3ccccc3c2=O)cc1OC,16,1%,7%,-4%,0,0.3,-4%,-4,-1%
CC(C)(CNC(=O)c1ccc(NS(=O)(=O)c2ccc(F)c(F)c2)cc1)N1CCOCC1,-16,3%,10%,-1%,4,-4.2,2%,4,3%
O=C(CCc1ccccc1Cl)Nc1cc(S(=O)(=O)N2CCOCC2)ccc1N1CCCC1,-9,4%,53%[activator],-1%,-2,0.3,4%,-3,18%
O=C(NCc1cccs1)c1ccccc1[N+](=O)[O-],0,4%,5%,-13%,2,-0.6,-7%,3,0%
NC(=O)c1cccc(-c2csc(C(O)c3cccc(Cl)c3)n2)c1 (stereo unspecified),23,3%[57.1 µM],-3%,2%,0,-0.5,-3%,6,5%
COCCNC(=O)c1c(N)n(-c2cccc(C)c2)c2nc3ccccc3nc12,8,-8%,?,.,10,0.0,-1%,8,5%
CN1C=C/C(=C\c2cc[n+](C)c3ccccc23)c2ccccc21,-16,40µM*,?,-31%,-12,-0.9,-11%,-9,-7%
CCOC(=O)c1c(NC(=O)CC2SC(=NC)N(C)C2=O)sc(C)c1C (stereo unspecified),-2,13%,3%,0%,-2,-2.1,-8%,-7,-4%
COc1ccc2nc3oc(C(=O)NCc4ccccc4OC)cc3cc2c1,.,.,17%,3%,.,.,.,5,-2%
CCOC(=O)C1C(=O)CC(=O)CC1CC(C)SCC (stereo unspecified),0,8%,0%,2%,-4,-2.9,1%,7,-10%
CCOC(=O)CSc1nc(C)c(C(C)=O)cc1C(N)=O,-3,-12%,-2%,8%,2,-0.6,-13%,-4,1%
O=C(Oc1cccc2ccccc12)C1CC1,-9,-5%,10%,4%,3,0.3,-5%,3,-1%
COCCNC(=O)CSc1ccc(Cl)cc1,4,-2%,-2%,0%,3,-1.4,2%,4,4%
O=C(NC(O)C(=O)c1cccs1)c1cccnc1 (stereo unspecified),8,-1%,5%,-3%,4,-0.4,-12%,-11,-2%
O=C(CN1CCCc2ccccc21)Nc1cccc(S(=O)(=O)N2CCCC2)c1,0,3%,?,-37%,-2,-1.6,-1%,3,9%
# (more compounds)
SMILES,DRD3 antagonist,WRN inhibitor,GLP1R inv ag,HEK293 tox,PI5P4K alpha inh,IL-2 act,PLK1 PBD block,D3 ag,GLP1R ag
CC(O)(c1cccc(F)c1)c1nc(-c2cccc(C#N)c2)cs1 (stereo unspecified),-6,-10%,?,3%,11,-0.3,0%,-2,6%
Cc1ccc(NC(=O)CN(C)C(=O)COc2cccc3cccnc23)cc1,2,-5%,?,?,-5,0.4,-3%,-13,0%
CCN(CC)c1nc(Nc2ccccc2)nc(Oc2ccc(C(=O)OC)cc2)n1,31,-17%,0%,5%,.,-0.3,0%,15,15%
CC(=C\c1ccccc1)/C=C1/SC(=S)N(CCCC(=O)O)C1=O,9,50µM*,16%,-11%,-18,3.4,?,6,-1%
Cc1c(C(=O)N2CCc3ccccc3C2)oc2ccccc12,-5,-5%,?,26%,18,1.3,-7%,-1,27%
CC(C)Cn1c(N)c(C(=O)COC(=O)c2ccc(O)cc2)c(=O)n(C)c1=O,22,5%,?,8%,0,0.9,-3%,3,-5%
COc1ccccc1CCNC(=O)C(=O)NCC1OCCN1S(=O)(=O)c1cccs1 (stereo unspecified),11,-28%,-2%,18%,-20,-3.2,-3%,3,0%
Cc1ccc(C)c(CSc2nc3[nH]ncc3c(=O)[nH]2)c1,0,-4%,?,-26%,5,0.1,-9%,-6,18%
CCOc1ccc(NC(=O)CN(C)C(=O)c2ccccc2SCC(=O)N2CCCC2)cc1OCC,10,5%,8%,4%,1,-4.7,-13%,-5,7%
CCC1c2ccc(C)n2CCN1C(=O)Nc1ccccc1C(=O)OC (stereo unspecified),2,-4%,3%,16%,2,-0.5,-10%,2,7%
C/C(CC(=O)NCCCN1CCOCC1)=N\NC(=O)COc1cccc2ccccc12,1,8%,6%,7%,0,-1.3,-12%,7,-5%
O=C(Cc1ccc([N+](=O)[O-])cc1)Nc1nnc(C2CC2)s1,2,1%,16%,15%,1,-0.7,-2%,2,-13%
COCCn1c(CN2CCN(c3ccc(OC)cc3)CC2)nc2c1c(=O)n(C)c(=O)n2C,0,-4%,0%,-4%,-3,0.6,-1%,3,-1%
c1ccc(-c2cn3c(n2)CCc2ccc4cccnc4c2-3)cc1,6,-4%,?,?,2,-2.4,-10%,-7,-1%
Cc1cccc(-n2ncc3c2CCCC3NC(=O)CCN2CCCCO2)c1C (stereo unspecified),23,-21%,10%,-3%,4,-1.2,-1%,6,-6%
Cc1nn(-c2nnc(NC3CCCCC3)nn2)c(C)c1Br,-16,-8%,-7%,0%,8,0.5,-3%,1,-7%
CCCN=C1N(C)C[C@@H]2[C@@H]3C(=O)N(C)C(=O)[C@@H]3[C@](Cc3ccccc3)(C(=O)OC)N12,10,3%,15%,-4%,3,0.1,-14%,0,-1%
Cc1[nH]c(SCC(=O)Nc2cc(S(C)(=O)=O)ccc2Cl)nc1Cc1ccccc1,-2,-3%,-3%,-6%,2,0.0,-3%,-19,-9%
Cc1ccccc1C(=O)N(C)[C@H]1C[C@H]2c3[nH]c4ccccc4c3CCN2C(=O)[C@H]1[C@H](C)O,?,-2%,-26%,2%,-1,-2.1,-5%,2,3%
Cc1ccc(C)c(NC(=O)CN(C)C(=O)c2cccc(-n3cccc3)c2)c1,-26,50µM*,-17%,5%,-60*,1.7,?,2,-6%
COc1ccc2nc(N3CCC(O)CC3)c(C#N)cc2c1,10,2%[57.1 µM],17%,.,5,-0.6,-27%,-2,6%
CCCCCCSc1cc(C)nc2ncnn12,14,2%,4%,-7%,-13,-1.7,-2%,1,9%
O=C(Cc1c(F)cccc1Cl)NCCN1CCOCC1,4,-1%,21%,6%,-1,-1.9,5%,1,5%
Cc1ncc([N+](=O)[O-])n1S(=O)(=O)c1ccc2c(c1)OCCO2,-5,4%,9%,0%,1,-1.2,-8%,-6,3%
CCCNC(=S)NC1CC2CCCC(C1)N2Cc1ccc(F)cc1 (stereo unspecified),-101*,7%,?,-8%,-3,4.9,8%,-19,1%

# The closing three entries of the section above lead into the next.
SMILES,DRD3 antagonist,WRN inhibitor,GLP1R inv ag,HEK293 tox,PI5P4K alpha inh,IL-2 act,PLK1 PBD block,D3 ag,GLP1R ag
O=C(Cc1c(F)cccc1Cl)NCCN1CCOCC1,4,-1%,21%,6%,-1,-1.9,5%,1,5%
Cc1ncc([N+](=O)[O-])n1S(=O)(=O)c1ccc2c(c1)OCCO2,-5,4%,9%,0%,1,-1.2,-8%,-6,3%
CCCNC(=S)NC1CC2CCCC(C1)N2Cc1ccc(F)cc1 (stereo unspecified),-101*,7%,?,-8%,-3,4.9,8%,-19,1%
CCC(C)c1ccc(N(CC(=O)NC(C)(C)C)C(=O)CNC(=O)c2cccs2)cc1 (stereo unspecified),-18,10%,?,-17%,7,-2.6,-10%,-19,7%
CS(=O)CSc1nc2c(cc1C#N)CCCC2 (stereo unspecified),7,-10%,33%,14%,.,-1.8,-29%,-2,23%
OC1CCCCC1Sc1nc2ccccc2s1 (stereo unspecified),12,-8%,-36%,-7%,.,-1.3,-3%,-6,0%
COc1cc(C2(c3ccc(O)c(OC)c3)C(=O)Nc3c(C)cc(Br)cc32)ccc1O,4,-10%,?,?,1,-4.5,-4%,-8,16%
COc1ccc(CNCCNC(=O)c2ccco2)c(OC)c1OC,-16,2%,0%,-17%,-1,-4.0,-6%,9,0%
COc1cc2c(c(O)c1OC)-c1c(cc(OC)c(OC)c1OC)C[C@@H](C)[C@@H](C)C2,-4,7%,?,-22%,-2,-0.6,4%,4,12%
CCOc1ccc(Cl)cc1S(=O)(=O)NCc1cccnc1,-18,6%,-1%,-2%,0,-2.0,-3%,-2,-7%
